ALOX12 inh = Primary qHTS assay for inhibitors of human arachidonate 12S-lipoxygenase (ALOX12): Round 2. Potency, µM (top dose mostly 108 µM), for the others: top-dose activity change, negative = inhibition, actives largely listed as inhibitors. 580,000 tested, 1.1% active. Polyunsaturated fatty acid lipoxygenase ALOX12 (Homo sapiens), P18054. AID 1671190, 2021. purified 12hLO, xylenol orange hydroperoxide absorbance; also: potency is read from the fitted curve at half-maximal effect; % is scaled to controls: 0 for no effect and ±100 for the full control effect
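Hydroperoxide product was detected by ferrous iron/xylenol orange as the 573 to 405 nm absorbance ratio. Arachidonic acid at 40 uM (final) was turned over for 30 min at room temperature by 150 nM human 12hLO, pH 7.0 Hepes buffer, after 15 min compound preincubation.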
Pol iota inh = qHTS for Inhibitors of Polymerase Iota. Pol iota fluorescent replication assay, 10 min. Potency, µM (top dose mostly 115 µM), without a hit: at the highest dose activity, negative = inhibition, hits mostly inhibitors. 390,000 tested, 1% active; also: potency is read from the fitted curve at half-maximal effect
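Fluorescent replication assay read twice, at 0 min and 10 min after adding 50 nM (final) substrate. Enzyme (10 nM) and compounds were first incubated 15 min at room temperature; enzyme-free buffer wells were negative controls.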
Apoferritin bind = qHTS Assay for Identification of Novel General Anesthetics | 350,000 tested, 0.074% active | apoferritin/1-aminoanthracene competitive binding, fluorescence | Potency, µM (top dose mostly 77.5 µM), for the others: at the highest dose activity change, negative = displacement, usual class: inhibitors | AID 485281, 2010; also: potency is read from the fitted curve at half-maximal effect; % is scaled to controls: 0 for no effect and ±100 for the full control effect; nearly all actives have a fitted effect of over 20% in size
Target sequence (P02791 2-175 limits assumed): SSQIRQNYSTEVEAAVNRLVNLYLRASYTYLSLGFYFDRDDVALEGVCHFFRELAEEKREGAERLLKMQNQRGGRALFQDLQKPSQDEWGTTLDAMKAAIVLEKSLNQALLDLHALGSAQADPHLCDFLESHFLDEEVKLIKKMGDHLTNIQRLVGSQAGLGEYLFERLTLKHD
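In PBS, apoferritin at 10 uM is loaded with 1-AMA from a 50% saturated solution. After 10 min of compound exposure at ambient temperature, reduced 535 nm fluorescence indicates probe displacement.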
APEX1 inh = qHTS Assay for Inhibitors of the Human Apurinic/apyrimidinic Endonuclease 1 (APE1); DNA repair nuclease/redox regulator APEX1 (Homo sapiens), P27695; recombinant APE1, TAMRA/BHQ-2 abasic DNA cleavage fluorescence; Potency, µM (series often up to 65.8 µM), for inactives: at the top dose activity change, negative = inhibition, most hits filed as inhibitors; 350,000 tested, 0.35% active; AID 2517, 2012;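 also: potency is read from the fitted curve at half-maximal effect; plate controls were vehicle for no effect and reference inhibitor for full effect; nearly all actives have a fitted effect of over 55% in size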
Target sequence (P27695 whole entry, looked up): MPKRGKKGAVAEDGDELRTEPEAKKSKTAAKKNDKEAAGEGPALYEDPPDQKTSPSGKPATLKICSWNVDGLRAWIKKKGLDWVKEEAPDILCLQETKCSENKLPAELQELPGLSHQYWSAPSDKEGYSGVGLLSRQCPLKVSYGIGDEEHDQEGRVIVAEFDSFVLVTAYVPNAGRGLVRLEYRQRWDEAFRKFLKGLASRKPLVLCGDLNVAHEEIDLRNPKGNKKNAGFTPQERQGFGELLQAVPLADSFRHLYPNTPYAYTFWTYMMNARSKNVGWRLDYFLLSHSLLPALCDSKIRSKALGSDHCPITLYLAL
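Endonuclease cleavage of a quenched abasic-site DNA duplex (50 nM) by APE1 (0.75 nM) was tracked by TAMRA dequenching. Compounds were preincubated with enzyme 15 min at room temperature; data normalized to buffer-only and DMSO wells plus NSC13755 control.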
TRHR agonist = qHTS for Small Molecule Agonists and Allosteric Enhancers of Human TRH Receptor: Primary Screen for Agonists; Thyrotropin-releasing hormone receptor (Homo sapiens), P34981; TRHR cells, calcium flux fluo-8, FDSS agonist mode; activation, % at 2 µM; 360,000 tested, 0.18% active; in the data active = activation above about 30%; also: 0% is about no effect
Target sequence (P34981 whole entry, looked up): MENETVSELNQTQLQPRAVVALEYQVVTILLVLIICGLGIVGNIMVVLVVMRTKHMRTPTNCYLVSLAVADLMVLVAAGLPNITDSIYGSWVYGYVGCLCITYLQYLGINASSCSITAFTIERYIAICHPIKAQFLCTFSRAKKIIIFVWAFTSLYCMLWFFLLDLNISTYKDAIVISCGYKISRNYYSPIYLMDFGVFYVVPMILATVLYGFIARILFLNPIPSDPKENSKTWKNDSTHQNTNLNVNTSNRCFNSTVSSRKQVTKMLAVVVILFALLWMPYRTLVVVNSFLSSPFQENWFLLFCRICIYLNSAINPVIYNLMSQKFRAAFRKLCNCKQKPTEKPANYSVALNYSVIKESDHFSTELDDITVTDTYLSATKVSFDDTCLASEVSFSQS
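Steps: seed TRHR cells overnight; add fluo-8 no-wash Ca dye, RT 30 min–1.5 h; record 10 s baseline; pin-transfer compounds; monitor fluorescence 1 cycle/s for the agonist window. Calcium increases flag candidate agonists.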
POLB inh = qHTS Assay for Inhibitors of DNA Polymerase Beta; Pol beta primer extension/strand displacement, fluorescence kinetic; Potency, µM (highest dose often 114 µM), for inactives: at the top dose activity change, negative = inhibition, most hits filed as inhibitors; AID 485314, 2010; 340,000 tested, 1.3% active; P06746; also: potency is read from the fitted curve at half-maximal effect; % is scaled to controls: 0 for no effect and ±100 for the full control effect
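Values derive from four-parameter Hill fits of normalized kinetic data: reads at 0 and 10 min following addition of 50 nM substrate to 10 nM Pol beta preincubated 15 min with compound.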
POLK inh = qHTS for Inhibitors of Polymerase Kappa. Potency, µM (series often up to 107 µM), for the others: at the top dose activity, negative = inhibition, usual class: inhibitors. DNA polymerase kappa (Homo sapiens), Q9UBT6. 400,000 tested, 0.53% active. purified Pol kappa, fluorescent DNA synthesis assay, 10 min; also: potency is read from the fitted curve at half-maximal effect; % is scaled to controls: 0 for no effect and ±100 for the full control effect
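Kinetic fluorescence readout at 0 and 10 min followed reaction start with substrate at 50 nM final. Beforehand, enzyme (10 nM Pol kappa) stood 15 min with compound at room temperature; buffer-only wells were negative controls.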
BLM helicase inh = qHTS Assay for Inhibitors of Bloom's syndrome helicase (BLM); RecQ-like DNA helicase BLM (Homo sapiens), P54132; recombinant BLM DNA unwinding, fluorescence dequenching; Potency, µM (titrated, usually from 56.1 µM), inactives show at the highest dose activity change, negative = inhibition, most hits filed as inhibitors; 350,000 tested, 0.2% active; AID 2528, 2010;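 also: potency is read from the fitted curve at half-maximal effect; plate controls were vehicle for no effect and no enzyme for full effect; nearly all actives have a fitted effect of over 35% in size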
ERG Ets-DNA blk = qHTS for Small Molecule Inhibitors of the ERG Ets/DNA interaction. Transcriptional regulator ERG (Homo sapiens), P11308. fluorescence polarization, His-ERG Ets domain / labelled DNA. Potency, µM (titrated, usually from 76.9 µM), without a hit: at the top dose FP activity, negative = inhibition, most hits filed as inhibitors. 370,000 tested, 0.028% active; active = well fitted inhibition curve with a large enough effect in the polarisation, with a control signal flat; inconclusive = small, poorly fitted or top-dose-only effect, or effect the other way, or a change in a side signal; inactive = no such curve, though single readings can be large or run the other way; the % refers to the polarisation;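 also: polarization taken with two DNA probes labelled with fluorescein and Texas red; potency is read from the fitted curve at half-maximal effect; % of control where 0% means no effect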
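His-tagged ERG Ets domain (1 uM in the protein solution; 300mM KCl, 50mM Tris-HCl, 1mM EDTA, 1mM DTT, pH 7.5) received compound, then a probe mix of 5 nM fluorescein-DNA and 100nM Texas-615-DNA. Fluorescence polarization was read for both dyes.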
An asterisk follows results filed as active; ? = inconclusive; · = no result given; & = joins results of further samples; [ ] = remark or other dose. Unless noted, calls follow the shape of the dose curve; as a rule, active = well fitted curve in the direction sought with a large enough effect; inconclusive = small, poorly fitted or top-dose-only effect, or another doubt; inactive = no such curve, though single readings can be large; an effect the other way counts as inactive or inconclusive.

SMILES	ALOX12 inh	Pol iota inh	Apoferritin bind	APEX1 inh	TRHR agonist	POLB inh	POLK inh	BLM helicase inh	ERG Ets-DNA blk
O=C(Cn1ncc2c([nH]c3ccccc32)c1=O)N1CCc2ccccc2C1	8%	-3%	-4%	9%	1.3	10%	-2%	-3%	2%
Cc1ccc(NC(=O)C(C)n2nnc3sc4c(c3c2=O)CCCC4)cc1Cl (stereo not given)	?	-2%	-15%	·	0.4	8%	5%	-9%	0%
CC1=C(O)C(=O)C(C2=C(O)C(=O)C(C)=C(O)C2=O)=C(O)C1=O	?	13%	·	·	·	·	?	·	-4%
O=C(Cc1ccc(Br)cc1)NCCCn1ccnc1	-3%	105%[activator]	-6%	-13%	-0.2	-22%	3%	-2%	-10%
Cc1c(O)nc(SCC(=O)Nc2nccs2)n(-c2ccccc2F)c1=O	4%	11%	-2%	0%	0.3	4%	-2%	1%	4%
Cc1ccc(CNC(=O)C2CCCN(c3ncnc4c3nc3n4CCCCC3)C2)cc1 (stereo not given)	12%	0%	-9%	38%[activator]	-0.6	10%	4%	2%	-7%
CC1CC(C)(C)CC2(C1)NC(=O)N(CC(=O)N1CCN(S(=O)(=O)c3cccc(F)c3)CC1)C2=O (stereo not given)	-2%	-22%	·	21%	·	·	-1%	·	-6%
Cc1ccc(C2C(C#N)=C(N)Oc3cc4c(cc32)OCO4)cc1 (stereo not given)	-15%	-7%	-3%	-4%	0.1	5%	-2%	1%	12%
COc1ccc(-c2nc3ccccc3c(=O)n2CCCn2ccnc2)cc1	0%	8%	-10%	-1%	-0.3	-1%	-13%	3%	-3%
Cc1ccc(CNC(=O)CSc2nc3ccccc3[nH]2)cc1	0%	9%	-16%	35%	0.2	0%	1%	-4%	14%
COc1cc(NC2=CC(=O)CC(C)(C)C2)cc(OC)c1OC	13%	23%	-15%	-4%	-0.2	-2%	-4%	-4%	2%
CC(=O)NC1C(=O)N=C(SCC(=O)NCc2ccccc2)NC1=O (stereo not given)	-20%[57.4 µM]	-14%	-1%	9%	-1.5	23%	-8%	6%	·
CCCN1CCC(=O)N([C@H](CSc2ccc(OC)cc2)CC(C)C)CC1	3%	-16%	-9%	1%	-0.2	-9%	-2%	0%	3%
Cc1onc(-c2ccccc2Cl)c1C(=O)Nc1ccc(CN2CCCC2)cc1	13%	14%	-22%	0%	0.0	10%	-11%	4%	8%
O=C(NCc1ccccn1)C1CCC(CNS(=O)(=O)c2cccc3nsnc23)CC1 (stereo not given)	-10%	5%	-8%	7%	1.5	19%	-2%	1%	15%
C[C@H](CO)N1C[C@H](C)[C@@H](CN(C)Cc2ccc(C(=O)Nc3ccccc3N)cc2)Oc2c(NC(=O)C3CCCCC3)cccc2C1=O	-4%	79%[activator]	·	-20%	·	·	-12%	·	0%
CC1(C)Cc2c(C#N)c(N)n(-c3ccccc3)c(=S)c2CO1	?	70%[activator]	-8%	-1%	0.4	-1%	-20%	-7%	-4%
FC(F)(F)c1ccc(NC2=NCCC2)cc1	242%[activator]	-3%	0%	4%	0.4	-2%	-16%	1%	10%
COc1ccc2[nH]c(=O)c(CN(CCO)C(=O)c3cccs3)cc2c1	8%	-12%	-2%	?	-0.7	14%	-3%	-2%	3%
Cc1cccc(C(=O)OCC(=O)N2CCC(c3ccccc3)=N2)c1O	-22%	17%	·	-22%	1.1	·	-8%	·	-5%
CC(C(=O)Nc1cccc([N+](=O)[O-])c1)N1C(=O)NC2(CCCC2)C1=O (stereo not given)	-15%	16%	-11%	-3%	-0.9	10%	-8%	-11%	8%
CCOC(=O)c1cccc(NC(=O)CCSCCc2ccccn2)c1	4%	24%	-15%	·	-0.7	-3%	-5%[60.1 µM]	5%	-13%
O=C(Nn1c(-c2ccc(Br)cc2)nc2ccccc2c1=O)c1ccc([N+](=O)[O-])cc1	-11%	58%[activator]	-3%	0%	0.0	-1%	-7%	1%	-5%
CN1C(=O)/C(=C\c2ccccc2)Sc2ccc(C(=O)N3CCN(c4ccccn4)CC3)cc21	·	·	-7%	6%	·	35%	·	-8%	·
COc1ccc(Nc2nc(N)c(C(=O)c3ccc(OC)cc3)s2)cc1	109%[activator]	14%	0%	14%	0.2	0%	0%	-14%	3%
CC(C(=O)Nc1ccc2c(c1)OCO2)n1cnc2c1c(=O)n(C)c(=O)n2C (stereo not given)	2%&3%	80%[activator]	·	30%	0.1	·	-18%	·	-2%
CCCc1ccc(Oc2cn[nH]c2-c2ccc(O)cc2O)cc1	?	0%	?	-1%	0.8	7%	-23%	-4%	-3%
C=CCNC(=O)c1ccc(S(=O)(=O)CC)c(Cl)c1Cl	-5%	33%	-3%	3%	0.8	15%	6%	-2%	-9%
CCOC(=O)COc1cc(Br)c(/C=N/Nc2ccccc2)cc1OC	?	20%	-19%	-1%	-0.3	16%	-7%	-4%	-5%
COc1ccc(/C=C/C(=O)c2ccc(NC3=NCCCS3)cc2)cc1OC	-3%	28%	-7%	12%	-1.7	26%	-2%	-2%	8%

One compound at a time (already shown). Order of values: ALOX12 inh, Pol iota inh, Apoferritin bind, APEX1 inh, TRHR agonist, POLB inh, POLK inh, BLM helicase inh, ERG Ets-DNA blk
Cc1ccc(CNC(=O)C2CCCN(c3ncnc4c3nc3n4CCCCC3)C2)cc1 (stereo not given) is entered as 12%, 0%, -9%, 38%[activator], -0.6, 10%, 4%, 2%, -7%
Cc1c(O)nc(SCC(=O)Nc2nccs2)n(-c2ccccc2F)c1=O is entered as 4%, 11%, -2%, 0%, 0.3, 4%, -2%, 1%, 4%

Next compounds
SMILES	ALOX12 inh	Pol iota inh	Apoferritin bind	APEX1 inh	TRHR agonist	POLB inh	POLK inh	BLM helicase inh	ERG Ets-DNA blk
Cc1c(CC(=O)O)c(=O)oc2c(C)c(OCc3ccc(F)cc3F)ccc12	0%	-3%	-5%	20%	0.2	2%	-24%	-9%	-1%
CCCNc1nc2nc3ccccn3c(=O)c2cc1C(=O)NCCN1CCOCC1	-28%	55%[activator]	105%[activator]	19%	0.2	9%	-6%	26%	4%
CC(C)Cc1ccc(CN2CCCC(NC(=O)c3cccc(-n4cnnc4)c3)C2)cc1 (stereo not given)	11%	95%[activator]	?	8%	0.5	1%	-4%	-2%	2%
CSc1cccc(NC(=O)CNC(=O)C2CCCCC2)c1	0%	54%[activator]	-22%	-12%	-0.3	?	-11%	-3%	3%
Cc1cc(NC(=O)CSc2nnc(-c3ccoc3C)o2)no1	0%	5%	-19%	11%	0.2	25%	-23%	-5%	-12%
COC(=O)c1cccc(NC(=S)Nc2ccc(Cl)c(Cl)c2)c1	?	-10%	-23%	-1%	0.4	-11%	-1%	-9%	-10%
COc1ccc(NS(=O)(=O)c2cccc(NC(=O)NCCCl)c2)cc1	-13%	114%[activator]	-3%	-2%	0.2	22%	-6%	-1%	26%
CC1NC(=S)N(C2CCCCC2)C1=O (stereo not given)	-14%	124%[activator]	-19%	13%	0.7	47%[activator]	5%	-1%	4%
Cc1ccc(C)c(Nc2nn3c(=O)c4ccc(C(=O)NCc5cccnc5)cc4nc3s2)c1	9%	0%	-2%	71%[activator]	0.6	2%	13%	0%	-8%
CCOC(=O)c1c(C)c(C(=O)N(C)C2CCCCC2)c(C)n1C	7%	7%[58.9 µM]	-16%	0%	-0.2	9%	1%	-2%	11%
CCn1c(=N)n(CCOc2ccc(OC)cc2)c2ccccc21	-6%	-4%	-13%	4%	0.5	13%	-7%	5%	-4%
CC1(c2ccc(Cl)cc2)NC(=O)N(CC(=O)NC2CCCCC2)C1=O (stereo not given)	-2%	20%	·	37%[activator]	·	·	-6%	·	3%
O=C1c2ccccc2NC(c2ccc(Br)o2)N1O (stereo not given)	-20%	26%	·	14%	0.0	·	-6%	·	·

Compounds listed so far that have bromine:
SMILES	ALOX12 inh	Pol iota inh	Apoferritin bind	APEX1 inh	TRHR agonist	POLB inh	POLK inh	BLM helicase inh	ERG Ets-DNA blk
O=C(Cc1ccc(Br)cc1)NCCCn1ccnc1	-3%	105%[activator]	-6%	-13%	-0.2	-22%	3%	-2%	-10%
O=C(Nn1c(-c2ccc(Br)cc2)nc2ccccc2c1=O)c1ccc([N+](=O)[O-])cc1	-11%	58%[activator]	-3%	0%	0.0	-1%	-7%	1%	-5%
CCOC(=O)COc1cc(Br)c(/C=N/Nc2ccccc2)cc1OC	?	20%	-19%	-1%	-0.3	16%	-7%	-4%	-5%
O=C1c2ccccc2NC(c2ccc(Br)o2)N1O (stereo not given)	-20%	26%	·	14%	0.0	·	-6%	·	·

Source: PubChem BioAssay

An excerpt, so the mix of outcomes need not match the whole.
